# 4-MU autofl – compounds fluorescent in 4-MU spectral region | max dye-equivalent concentration, M | compound autofluorescence, 340/450 nm, 4-MU equivalents; hits give high values | AID 589 | 59,000 tested, 11% active; in the data active = max dye-equivalent concentration above about 10 nM; inconclusive = mostly about 1.1 nM to 9.6 nM
#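 Intrinsic fluorescence at 340/450 nm (ex/em) was read after 15 min at room temperature in pH 8.0, 100 mM Tris. Each compound concentration expressed as 4-MU-equivalent concentration from a six-point 4-MU standard series on each plate.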
# Rhodamine autofl – rhodamine region autofluorescence | max dye-equivalent concentration, M | Rhodamine-region fluorescence, 547/598 nm, Tris buffer; hits give high values | AID 594 | 59,000 tested, 0.05% active; in the data active = max dye-equivalent concentration above about 11 nM; inconclusive = between about 1.1 nM and that limit
#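 qHTS spectral profiling of compounds without any target or enzyme present, in pH 8.0 Tris buffer; plates were read after a 15-minute room-temperature incubation using the rhodamine-region filter set.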
# A350 autofl – compounds fluorescent in Alexa 350 spectral region; Compound autofluorescence, 340/450 nm, Alexa 350 dye-equivalents; hits give high values; max dye-equivalent concentration, M; 59,000 tested, 11% active; AID 590; in the data active = max dye-equivalent concentration above about 10 nM; inconclusive = mostly about 1.1 nM to 9.6 nM
# Caspase-7 inhib – caspase-7 (human) inhibition, allosteric or competitive | P55210 | recombinant caspase-7, Ac-DEVD-AFC fluorescence rate | 75,000 tested, 0.02% active | AID 889 | Potency, µM (series often up to 57.5 µM), for inactives: at the highest dose activity change, negative = inhibition, hits mostly inhibitors; active = well fitted inhibition curve with a large enough effect in the main read-out, with a control signal flat, not every such curve was filed as active; inconclusive = small, poorly fitted or top-dose-only effect, or a change in a side signal; note: potency is the fitted concentration of half-maximal effect; % of control where 0% means no effect
# USP2a inhib – inhibitors of human ubiquitin-specific protease USP2a | USP2a enzymatic assay, qHTS inhibition | Potency, µM (top dose mostly 38.3 µM), without a hit: top-dose activity change, negative = inhibition, actives largely listed as inhibitors | 60,000 tested, 0.1% active;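 note: potency is the fitted concentration of half-maximal effect; nearly all actives have a fitted effect of over 60% in size; plate controls were DMSO for no effect and NEM full inhibition control for full effect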
# Target sequence (O75604 whole entry, looked up): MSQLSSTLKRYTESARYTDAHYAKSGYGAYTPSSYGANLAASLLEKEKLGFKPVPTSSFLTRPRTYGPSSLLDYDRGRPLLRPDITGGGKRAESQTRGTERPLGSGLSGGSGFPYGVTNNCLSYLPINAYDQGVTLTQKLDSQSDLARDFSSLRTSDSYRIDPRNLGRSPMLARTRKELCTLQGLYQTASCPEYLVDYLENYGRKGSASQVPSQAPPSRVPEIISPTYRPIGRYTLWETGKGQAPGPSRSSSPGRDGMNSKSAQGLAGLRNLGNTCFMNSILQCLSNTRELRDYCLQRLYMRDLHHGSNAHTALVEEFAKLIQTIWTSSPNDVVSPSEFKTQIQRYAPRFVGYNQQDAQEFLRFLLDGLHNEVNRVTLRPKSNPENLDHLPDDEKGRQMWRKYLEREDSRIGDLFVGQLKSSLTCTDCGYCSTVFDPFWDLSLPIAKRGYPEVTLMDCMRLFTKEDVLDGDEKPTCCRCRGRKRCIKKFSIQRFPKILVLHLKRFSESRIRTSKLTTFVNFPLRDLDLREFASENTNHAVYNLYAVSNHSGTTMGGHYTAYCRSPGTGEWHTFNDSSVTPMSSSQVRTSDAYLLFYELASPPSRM
#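 Inhibition is measured in a cell-free coupled assay with 20 nM USP2 core, 20 nM Ub-PLA2 and 20 uM NBD C6-HPC, 2.5 h incubation. Activity normalized to NEM control.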
# Casp1 inh – caspase-1 (human) inhibition, allosteric or competitive. Caspase-1 enzyme, Ac-WEHD-AFC fluorogenic rate. Potency, µM (top dose mostly 57.5 µM), for the others: at the highest dose activity change, negative = inhibition, most hits filed as inhibitors. 75,000 tested, 0.03% active. AID 900;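 note: potency is the fitted concentration of half-maximal effect; plate controls were vehicle for no effect and no substrate for full effect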
# Target sequence (P29466 120-297 limits assumed): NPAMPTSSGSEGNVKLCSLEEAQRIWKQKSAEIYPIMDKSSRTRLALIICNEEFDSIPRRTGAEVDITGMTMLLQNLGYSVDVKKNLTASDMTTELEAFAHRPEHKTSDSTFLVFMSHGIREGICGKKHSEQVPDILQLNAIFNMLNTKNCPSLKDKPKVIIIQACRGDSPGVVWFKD
# Target sequence (P29466 317-404 limits assumed): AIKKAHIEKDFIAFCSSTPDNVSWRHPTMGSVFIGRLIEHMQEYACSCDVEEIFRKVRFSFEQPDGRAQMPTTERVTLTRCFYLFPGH
# HEK293 cAMP ctrl – raises cAMP in parental HEK293 cells, TSHR agonist counter-screen; Potency, µM (series often up to 57.1 µM), for the others: top-dose activation, most hits filed as activators; 73,000 tested, 2.5% active; parental HEK293 CNG cAMP sensor, membrane potential fluorescence; note: potency is the fitted concentration of half-maximal effect; % of control where 0% means no effect; nearly all actives have a fitted effect of over 55% in size
#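 Counterscreen for endogenous-receptor signalling: CNG-channel HEK 293 cells report cAMP rise by membrane depolarization. After 60 min dye equilibration with 100 uM RO 20-1724, compounds incubated 30 min before bottom-read fluorescence at 590 nm.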
# TexasRed autofl – compounds fluorescent in Texas Red spectral region; 59,000 tested, 0.06% active; max dye-equivalent concentration, M; AID 587; Compound fluorescence, Texas Red channel, 547/618 nm; hits give high values; in the data active = max dye-equivalent concentration above about 10 nM; inconclusive = between about 1.1 nM and that limit
#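 Compound fluorescence was read after 15 min at room temperature in 100 mM Tris, pH 8.0, using 547 nm excitation and 618 nm emission across a concentration series. It was expressed as Texas Red dye-equivalent concentration from an on-plate standard curve.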
# BRCT inh red – BRCT-phosphoprotein interaction inhibition (red fluorophore); BRCT-phosphopeptide binding, red fluorescence polarization; 75,000 tested, 0.03% active; P38398; Potency, µM (titrated, usually from 76.9 µM), for inactives: at the top dose activity change, negative = inhibition, actives largely listed as inhibitors; note: % is set by controls: 0 for no effect and ±100 for the full control effect
#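 Rhodamine-labelled pBACH1 10-mer (100 nM) bound to BRCT domain (100 nM) at pH 7.3; compounds incubated 12 min room temperature, polarization read. Free peptide defines full inhibition; unlabelled decapeptide titrated as control.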
# BRCT inh green – BRCA1 BRCT-phosphoprotein interaction inhibition | P38398 | BRCA1 BRCT-phosphopeptide binding, green fluorescence polarization | Potency, µM (doses to about 76.9 µM), inactives show at the top dose activity change, negative = inhibition, usual class: inhibitors | 75,000 tested, 0.05% active;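 note: potency is the fitted concentration of half-maximal effect; plate controls were peptide without protein for full effect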
#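 Fluorescence polarization: His-tagged BRCT (~35 kDa BRCA1 C-terminus, 250 nM) bound to 100 nM fluorescein-labeled phosphorylated 10-aa BACH1 peptide, pH 7.3 phosphate buffer with DTT and Tween 20. Compounds incubated 12 min at room temperature; inhibition read as lowered polarization.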
# Fluorescein fluor – fluorescein region autofluorescence; Compound autofluorescence, 480/540 nm, fluorescein-equivalent; hits give high values; max fluorescein-equivalent concentration, M; 59,000 tested, 0.91% active; AID 593; in the data active = max fluorescein-equivalent concentration above about 10 nM; inconclusive = between about 1.1 nM and that limit
#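 Each compound is tested across a concentration series in 100 mM Tris buffer at pH 8.0. After 15 min at room temperature, plates are imaged with 480 nm excitation and 540 nm emission filters, and intensities are converted to fluorescein-equivalent values.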
# * = called active by the depositor; i = inactive; ? = inconclusive; / = not tested or not shown; [ ] = another dose, or the depositor's remark. Unless noted, calls come from the whole dose curve; as a rule, active = well fitted curve in the direction sought with a large enough effect; inconclusive = small, poorly fitted or top-dose-only effect, or another doubt; inactive = no such curve, though single readings can be large; an effect the other way counts as inactive or inconclusive. This is a subset; count on the stated rates, not on these rows.
SMILES,4-MU autofl,Rhodamine autofl,A350 autofl,Caspase-7 inhib,USP2a inhib,Casp1 inh,HEK293 cAMP ctrl,TexasRed autofl,BRCT inh red,BRCT inh green,Fluorescein fluor
Cc1ccc(N=C(c2cccs2)N2CCOCC2)cc1,i,i,i,0%,2%,0%,22%,i,-0.6%,-0.3%,?
COC(=O)CCC(C)C1CCC2C3C(O)C[C@@H]4CC(O)CC[C@@]4(C)C3CC(O)[C@]12C (stereo partly specified),/,/,/,-4%,47%[activator],-2%,/,/,-0.2%,-1.2%,/
COc1cc2nc(C3CCC3)n(NC(=O)C3CCCC(OC)C3)c(=O)c2cc1OC (stereo unspecified),i,i,i,-1%,24%,2%,?,?,-3.3%,-1.4%,?
CCCC12CN(C(=O)c3ccc(OC)cc3)CC(C)(CN(C(=O)c3ccc(OC)cc3)C1)C2=O,i,i,i,2%,26%,0%,20%,?,-0.3%,0.7%,?
COc1ccccc1C(=O)Nc1cccc(N(C)S(C)(=O)=O)c1,i,i,i,0%,-8%,2%,3%,i,0.1%,-2.0%,?
COc1cccc(C2=CC(c3ccccc3)n3ncnc3N2)c1 (stereo unspecified),3.7e-08M*,i,4.6e-08M*,/,/,/,/,i,/,/,?
Cc1csc(-c2coc3cc(O)cc(C)c3c2=O)n1,/,/,/,-2%,9%,-3%,-27%,/,0.2%,2.3%,/
CC1CC[C@@]2(C(=O)O)CCC3(C)C(=CCC4[C@]5(C)CC(O)C(O)[C@](C)(CO)C5C(O)C[C@@]43C)C2C1C (stereo partly specified),/,/,/,-1%,47%[activator],0%,/,/,-0.4%,-0.5%[3.08 µM],/
O=C(c1ccccc1Oc1ccccc1)N1CCN(c2ccccc2)CC1,/,/,/,-2%,20%,-3%,?,/,0.3%,1.4%,/
Cc1cc(C)nc(N2CCCC(C(=O)Nc3ccc4c(c3)OCCO4)C2)n1 (stereo unspecified),i,i,i,-1%,59%[activator],-1%,16%,i,-0.2%,-2.5%,i
CCOc1ccc(S(=O)(=O)NCCC(=O)OC(C)C(=O)N2CCc3ccccc32)cc1 (stereo unspecified),i,i,i,-2%,19%,2%,?,i,-2.2%,-0.5%,i
COC(=O)c1ccc(Cl)c(NC(=O)CN(c2ccc3c(c2)OCO3)S(C)(=O)=O)c1,i,i,i,0%,9%,0%,6%,i,1.6%,1.3%,i
CC1CCCCN1S(=O)(=O)c1ccc(NC(=O)c2cccs2)cc1 (stereo unspecified),/,/,/,0%,42%[activator],-4%,-6%,/,0.3%,0.6%,/
O=C(CCC1N=C2c3ccccc3N=C(SCc3ccc(Cl)cc3)N2C1=O)NCc1ccco1 (stereo unspecified),3.7e-08M*,i,3.1e-08M*,-6%,57%[activator],-5%,20µM*,i,2.2%,2.3%,i
CC(=O)N(c1ccccc1)C1SC(=O)N(c2ccccc2)C1=O (stereo unspecified),/,/,/,1%,-10%[7.66 µM],1%,7%[11.4 µM],/,-1.3%,-1.5%,/
O=C1CCCN1C(=O)CCC(=O)N1CCCC1=O,i,i,i,1%,-4%,1%,2%,?,-0.2%,-3.2%,i
COc1ccc(CN2C(=O)CCC2(C)C(=O)NC2CCCCCC2)cc1 (stereo unspecified),i,i,i,0%,12%,1%,8%,?,-1.2%,-1.0%,?
Cc1nc2nc(C)n(-c3ccccc3)c2s1,i,i,i,0%,183%[activator],-2%,12%,i,-2.9%,-0.6%,?
CC(=O)N1CCC2(CC1)C(C#N)=C(N)Oc1n[nH]c(C)c12,i,i,i,0%,-8%,0%,5%,i,-0.8%,-2.7%,i
CC/C(=C(/CC)c1ccc(O)cc1)c1ccc(O)cc1,/,/,/,-1%,?,-1%,21%,/,1.2%,-4.0%[3.08 µM],/

# Nothing new here: entries from further up.
SMILES,4-MU autofl,Rhodamine autofl,A350 autofl,Caspase-7 inhib,USP2a inhib,Casp1 inh,HEK293 cAMP ctrl,TexasRed autofl,BRCT inh red,BRCT inh green,Fluorescein fluor
Cc1ccc(N=C(c2cccs2)N2CCOCC2)cc1,i,i,i,0%,2%,0%,22%,i,-0.6%,-0.3%,?
COC(=O)CCC(C)C1CCC2C3C(O)C[C@@H]4CC(O)CC[C@@]4(C)C3CC(O)[C@]12C (stereo partly specified),/,/,/,-4%,47%[activator],-2%,/,/,-0.2%,-1.2%,/
COc1cc2nc(C3CCC3)n(NC(=O)C3CCCC(OC)C3)c(=O)c2cc1OC (stereo unspecified),i,i,i,-1%,24%,2%,?,?,-3.3%,-1.4%,?
CCCC12CN(C(=O)c3ccc(OC)cc3)CC(C)(CN(C(=O)c3ccc(OC)cc3)C1)C2=O,i,i,i,2%,26%,0%,20%,?,-0.3%,0.7%,?

# Further results.
SMILES,4-MU autofl,Rhodamine autofl,A350 autofl,Caspase-7 inhib,USP2a inhib,Casp1 inh,HEK293 cAMP ctrl,TexasRed autofl,BRCT inh red,BRCT inh green,Fluorescein fluor
CN(CC(=O)N1CCCc2c1c(=O)oc1ccc(O)cc21)Cc1ccccc1,?,i,?,2%,18%,1%,9%,?,0.0%,-3.0%,i
Cc1cc2oc(=O)cc(CN3CCN(C/C=C/c4ccccc4)CC3)c2cc1O,i,i,?,-4%,43%[activator],1%,-41%[inhibitor],?,1.1%,-3.4%,?
COc1ccc(OC)c(C2/C(=C(\O)c3c(C)nc4ccccn34)C(=O)C(=O)N2CCCN(C)C)c1 (stereo unspecified),i,i,i,0%,-1%,0%,3%,i,-1.7%,-1.0%,i
COc1ccc(-c2nc3c(Br)c(N)c(Br)cc3o2)cc1,5.8e-07M*,i,6e-07M*,/,/,/,/,i,/,/,?
Cc1cc(C)n2nc[n+](C)c2n1,i,i,i,-2%,-2%,0%,-7%,?,1.2%,0.5%,i
NC(=O)c1ccc(N2CCCCC2)c(N2C(=O)C3C4C=CC(C4)C3C2=O)c1 (stereo unspecified),/,/,/,-3%,18%,-4%,4%,/,-0.5%,0.5%,/
OCCN1CCN(Cc2cc(Br)cc(Br)c2O)CC1,/,/,/,-1%,-2%,-1%,10%,/,0.8%,-0.2%,/
COc1cccc(N2C(=O)CC(N3CCC(C(N)=O)(N4CCCCC4)CC3)C2=O)c1 (stereo unspecified),i,i,i,1%,0%,-1%,5%,?,0.4%,-1.3%,i
Cc1ccc2c(C)nc(NC3=NCN(Cc4ccccc4)CN3)nc2c1,i,i,i,0%,-2%,1%,1%,i,1.9%,-1.6%,i
COCCOC(=O)C1=C(C)N(Cc2ccccc2)C(=O)NC1c1cccc(OC)c1OC (stereo unspecified),i,i,i,-1%,3%,-1%,19%,i,-0.3%,0.2%,i
Cn1c(=O)c2c(ncn2CC(=O)N2CCN(c3ccccc3)CC2)n(C)c1=O,i,i,i,-1%,-4%,1%,-1%,i,0.1%,-2.2%,i
O=C(NCCCN1CCc2ccccc2C1)C1CCN(c2nnc(-n3cccc3)s2)CC1,/,/,/,-3%,/,-3%,12%,/,0.1%,-0.3%,/
CCn1c(SCC(=O)NCCc2ccc(Cl)cc2)nnc1-c1cccs1,i,i,i,1%,13%,-1%,?,i,-0.3%,1.0%,i
CCCCNC(=O)CCCn1c(=S)[nH]c2cc3c(cc2c1=O)OCO3,i,i,i,-2%,-3%,2%,6%,i,0.4%,-0.7%,i
CC1(C)CC2C1CC[C@]1(C)CCC3C(C(=O)O)CC(=O)O[C@]32C1 (stereo partly specified),/,/,/,-2%,67%[activator],0%,/,/,0.8%,-4.1%,/
CCC(C)(C)n1nnnc1C(c1cc2cc(C)ccc2[nH]c1=O)N1CCCC1 (stereo unspecified),2.6e-08M*,i,3.1e-08M*,-5%,19%,-15%,-1%,i,0.0%,0.1%,i
COC(CCN(C)C)(c1ccccc1)c1ccccc1,/,/,/,1%,-1%[7.66 µM],-2%,12%[11.4 µM],/,1.8%,-2.4%,/
Cc1cc(NC(=O)COc2cccc3cccnc23)no1,i,i,i,1%[0.00368 µM],19%,-5%,-10%,i,-1.5%,-0.9%,i
COc1ccc2[nH]cc(C(=O)CN3CCN(C/C=C/c4ccccc4)CC3)c2c1,i,i,i,0%,37%[activator],-2%,-2%,i,0.2%,2.2%,i
O=C(CC1CCCCC1)c1c(O)c2ccccc2oc1=O,i,i,i,0%,27%,-1%,16%,i,0.1%,-1.2%,i
CCOC(=O)Nc1ccc(S(=O)(=O)NCc2ccccc2)cc1,i,i,i,1%,4%,1%,?,i,-0.8%,0.3%,i
O=S(=O)(c1ccc(OCC(O)CN2CCN(c3ccccc3)CC2)cc1)N1CCOCC1 (stereo unspecified),i,i,i,-1%,10%,0%,25%,?,0.1%,1.3%,?
CCC(C)C(=O)OC1CC(C)C=C2C=CC(C)C(CCC3CC(O)CC(=O)O3)C21 (stereo unspecified),/,/,/,2%,-4%,1%,/,/,-0.6%,-2.4%,/
O=C(NCCN1CCOCC1)Nc1ccc(Cl)cc1Cl,i,i,i,0%,1%,-1%,2%,i,-0.8%,0.4%,?
COc1ccc2c(c1)c1ncn(CCN3CCCC3)c(=O)c1n2C,9.5e-07M*,i,6.7e-07M*,0%,9%,-2%,5%,?,0.5%,-1.3%,i
CC(C)Sc1nnc(NC(=O)C2CC2)s1,/,/,/,2%,/,-4%,-5%,/,-2.2%,-0.5%,/
